FEN1 inhibitor = human FEN1 inhibition; P39748; Recombinant FEN1 flap cleavage, fluorescence, 15 min; Potency, µM (series often up to 114 µM), without a hit: at the top dose activity change, negative = inhibition, usual class: inhibitors; 390,000 compounds, 0.35% hits; AID 588795; further: nearly all actives have a fitted effect of over 65% in size
Target sequence (P39748 whole entry, looked up): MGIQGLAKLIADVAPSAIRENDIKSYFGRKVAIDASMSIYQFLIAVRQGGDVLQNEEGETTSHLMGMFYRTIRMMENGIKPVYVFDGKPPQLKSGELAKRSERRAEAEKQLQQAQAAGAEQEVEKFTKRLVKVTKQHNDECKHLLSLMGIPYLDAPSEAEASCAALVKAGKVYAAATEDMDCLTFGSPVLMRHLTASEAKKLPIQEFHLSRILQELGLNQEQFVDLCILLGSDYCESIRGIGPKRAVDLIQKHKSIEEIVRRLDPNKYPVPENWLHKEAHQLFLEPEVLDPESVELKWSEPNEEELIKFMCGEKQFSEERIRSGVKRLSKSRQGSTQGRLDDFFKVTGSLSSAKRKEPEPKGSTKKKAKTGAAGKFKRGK
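Nuclease activity of 10 nM FEN1 was measured after 15 min of room-temperature exposure to titrated compounds, by adding 50 nM flap substrate and reading plates at 0 and 15 min.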
DT40 TDP1 CPT = DT40-hTDP1 cell growth loss with CPT | Potency, µM (highest dose often 46.2 µM), inactives show at the top dose activity change, negative = growth inhibition, most hits filed as inhibitors | 420,000 compounds, 12% hits | chicken DT40 Tdp1-/-;hTDP1 cells + 20 nM CPT, ATP luminescence, 48 h; further: nearly all actives have a fitted effect of over 55% in size
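Cell growth measured by CellTiter-Glo luminescence after a minimum 48 h, 37 C compound exposure with 20 nM CPT in Tdp1-knockout DT40 cells stably expressing hTDP1, seeded 400/well; qHTS titration format.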
N370S GC = N370S glucocerebrosidase modulation, Gaucher chaperone candidate | P04062 | N370S GC spleen homogenate, 4MU-glucoside fluorescence | Potency, µM (doses to about 59.4 µM), inactives show top-dose activity change, negative = inhibition, hits mostly inhibitors | 330,000 compounds, 0.092% hits;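 further: 0% = full enzyme activity and -100% = no enzyme basal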
* marks the source's active call; other numbers are inactive results; & = joins results of further samples; [ ] = dose if it differs, or a comment. The call rests on the fitted dose curve; in most records, active means well fitted curve in the direction sought with a large enough effect; inconclusive means small, poorly fitted or top-dose-only effect, or another doubt; inactive means no such curve, though single readings can be large; an effect the other way counts as inactive or inconclusive. Unless noted, on the % scale 0 is the no-effect control and ±100 the full control effect; potency means the concentration at half of the fitted maximal effect. The list is partial, so the mix of outcomes need not match the whole.

Results for O=C(CN1CCN(C(=O)C2CCCO2)CC1)Nc1ccc(Cl)cc1 (stereo not drawn) ?
FEN1 inhibitor: 0%; DT40 TDP1 CPT: -2%; N370S GC: -5%

How did O=C(CSc1nc2ccc([N+](=O)[O-])cc2[nH]1)NC1CCCCC1 do in these assays?
FEN1 inhibitor: 0%; DT40 TDP1 CPT: inconclusive; N370S GC: -2%

How did Cc1cc(C(=O)N/N=C2\CCCC(=O)C2)c(C)o1 do in these assays?
FEN1 inhibitor: -8%; DT40 TDP1 CPT: 16%; N370S GC: -1%

What do the screens show for `COCCn1c(=O)[nH]c2cc(C(=O)NC3CCCCCC3)ccc2c1=O`?
FEN1 inhibitor: -12%; DT40 TDP1 CPT: 7%; N370S GC: 5%

What do the screens show for `O=C(CN1C(=O)NC2(CCCC2)C1=O)N1CCN(S(=O)(=O)c2ccccc2[N+](=O)[O-])CC1`?
FEN1 inhibitor: -8%; DT40 TDP1 CPT: -2%; N370S GC: -4%

How did CCN1CCN(c2cc3c(cc2F)c(=O)c(S(=O)(=O)c2ccccc2)cn3C)CC1 do in these assays?
FEN1 inhibitor: -2%&1%; DT40 TDP1 CPT: -4%&-7%; N370S GC: -4%

What do the screens show for `Cc1ccc(C(=O)NCC(=O)OCC(=O)N(CC(C)C)c2c(N)n(Cc3ccccc3)c(=O)[nH]c2=O)cc1C`?
FEN1 inhibitor: -2%; DT40 TDP1 CPT: inconclusive; N370S GC: -1%

What do the screens show for `COc1ccc2c(c1)c(=O)oc1cc(O)ccc12`?
FEN1 inhibitor: -22%; DT40 TDP1 CPT: 5%; N370S GC: 0%

What do the screens show for `C=C(C)C(=O)Nc1cccc(C2=NOC3(C2)C[C@@H](C(N)=O)N(C(=O)c2ccc(Cl)cc2)C3)c1` (stereo partly drawn)?
FEN1 inhibitor: inconclusive; DT40 TDP1 CPT: 6%; N370S GC: -4%

How did O=C(CSc1nnc(COc2ccc(Cl)cc2)o1)N1c2ccccc2CCc2ccccc21 do in these assays?
FEN1 inhibitor: -11%; DT40 TDP1 CPT: inconclusive; N370S GC: 9%

What do the screens show for `Cc1[nH]c2ccccc2c1C(=O)C(=O)N1CCN(C(=O)c2ccco2)CC1`?
FEN1 inhibitor: -2%; DT40 TDP1 CPT: 7%; N370S GC: 4%

How did Cc1cc(CNC(=O)COc2ccccc2F)c2ccccc2n1 do in these assays?
FEN1 inhibitor: -13%; DT40 TDP1 CPT: 15µM*; N370S GC: 10%

Results for O=C1c2cccc3cccc(c23)C(=O)N1OS(=O)(=O)c1ccc(Br)cc1 ?
FEN1 inhibitor: inconclusive; DT40 TDP1 CPT: inconclusive; N370S GC: 14%

How did COc1ccccc1C/C(N)=N/O do in these assays?
FEN1 inhibitor: -11%; DT40 TDP1 CPT: 1%; N370S GC: 27%

What do the screens show for `O=C(Cc1ccc(O)cc1)NCCNC(=S)NCc1ccccc1`?
FEN1 inhibitor: 0%; DT40 TDP1 CPT: 17%; N370S GC: 5%

Results for C=CCSC1=N/C(=C\c2ccsc2)C(=O)S1 ?
FEN1 inhibitor: -17%; DT40 TDP1 CPT: -1%; N370S GC: 1%[2.35 µM]

How did Cc1cc(C)cc(NC(=O)CN(c2cccc(C)c2C)S(=O)(=O)c2ccccc2)c1 do in these assays?
FEN1 inhibitor: -10%; DT40 TDP1 CPT: 16µM*

How did Fc1cccc(NC(=S)Nc2cccnc2)c1 do in these assays?
FEN1 inhibitor: 2%; DT40 TDP1 CPT: -17%; N370S GC: -1%

What do the screens show for `COCCCN1C(=O)C(=O)/C(=C(/O)c2ccc(OC)cc2C)C1c1cccnc1` (stereo not drawn)?
FEN1 inhibitor: -11%; DT40 TDP1 CPT: -2%; N370S GC: 1%

Results for O=C(NCc1cccnc1)C(=O)NCC(c1ccco1)N1CCOCC1 (stereo not drawn) ?
FEN1 inhibitor: -5%; DT40 TDP1 CPT: -2%; N370S GC: -4%

Results for COCCOC(=O)C1=C(N)Oc2c(oc(CO)cc2=O)C1c1ccccc1F (stereo not drawn) ?
FEN1 inhibitor: -10%; DT40 TDP1 CPT: -1%; N370S GC: -7%

Results for Cc1ccnc(NC(=O)c2ccc(NS(=O)(=O)/C=C/c3ccccc3)cc2)c1 ?
FEN1 inhibitor: -5%; DT40 TDP1 CPT: -2%; N370S GC: -12%

What do the screens show for `COc1cccc(C(=O)Nc2ccc3nc(N4CCOCC4)cc(C)c3c2)c1`?
FEN1 inhibitor: -24%; DT40 TDP1 CPT: 16µM*; N370S GC: 10µM*

How did CC1CCN(C2=NC(=O)/C(=C/c3ccccc3F)S2)CC1 do in these assays?
FEN1 inhibitor: 0%; DT40 TDP1 CPT: -4%; N370S GC: -3%

How did CSc1ncccc1C(=O)OCC(=O)Nc1ccc(Cl)cn1 do in these assays?
FEN1 inhibitor: 0%; DT40 TDP1 CPT: -1%

What do the screens show for `COc1cccc(CC(=O)Nc2cc(S(=O)(=O)N3CCCCC3)ccc2C)c1`?
FEN1 inhibitor: -14%; DT40 TDP1 CPT: -26%

What do the screens show for `COc1ccc(OC)c(C(C)NC(=O)C(C)Cc2ccccc2)c1` (stereo not drawn)?
FEN1 inhibitor: -1%; DT40 TDP1 CPT: 21%; N370S GC: 3%

How did O=C(O)c1ccc(C(=O)C(=O)c2ccccc2)cc1 do in these assays?
FEN1 inhibitor: 4%; DT40 TDP1 CPT: 2%; N370S GC: -2%

Results for CCc1ccc(-c2[nH]c3c(c2-c2sc(C)c(C(=O)OC)c2O)c(=O)n(C)c(=O)n3C)cc1 ?
FEN1 inhibitor: 1%; DT40 TDP1 CPT: 7%

Results for O=C(Nn1cnnc1)c1ccc(Br)s1 ?
FEN1 inhibitor: -9%; DT40 TDP1 CPT: -24%; N370S GC: 8%

Entries shown so far with a furan ring, fused or not (3):
How did Cc1cc(C(=O)N/N=C2\CCCC(=O)C2)c(C)o1 do in these assays?
FEN1 inhibitor: -8%; DT40 TDP1 CPT: 16%; N370S GC: -1%

What do the screens show for `Cc1[nH]c2ccccc2c1C(=O)C(=O)N1CCN(C(=O)c2ccco2)CC1`?
FEN1 inhibitor: -2%; DT40 TDP1 CPT: 7%; N370S GC: 4%

Results for O=C(NCc1cccnc1)C(=O)NCC(c1ccco1)N1CCOCC1 (stereo not drawn) ?
FEN1 inhibitor: -5%; DT40 TDP1 CPT: -2%; N370S GC: -4%

Next results follow:
How did Cc1cc(Br)ccc1SCC(=O)OCC(=O)N1CCN(C(=O)c2ccco2)CC1 do in these assays?
FEN1 inhibitor: -6%; DT40 TDP1 CPT: -2%; N370S GC: 15%

Results for COc1ccc(CC(=O)NCc2n[nH]c(=S)n2C)cc1 ?
FEN1 inhibitor: -6%; DT40 TDP1 CPT: 9%; N370S GC: -17%

How did CCN(CC)S(=O)(=O)c1ccc(NC(=O)COC(=O)c2ccc(-n3nc(C)cc3C)cc2)cc1 do in these assays?
FEN1 inhibitor: -10%; DT40 TDP1 CPT: 3%; N370S GC: 16%

What do the screens show for `C#CCOCCOCCOCCNc1nc(N2CCN(C(=O)[C@H]([C@@H](C)O)n3cc(CCCCN)nn3)CC2)nc(N2CCN(C(=O)[C@H](Cc3ccc(O)cc3)n3cc(CCO)nn3)CC2)n1`?
FEN1 inhibitor: -11%; DT40 TDP1 CPT: -13%; N370S GC: -8%

How did CCOc1cc(/C=C2\N=C(C)OC2=O)cc(Cl)c1OCC(=O)OC do in these assays?
FEN1 inhibitor: -3%; DT40 TDP1 CPT: inconclusive

How did C=C1C=C(C(F)F)n2ncc(C(=O)NCc3ccccc3)c2N1 do in these assays?
FEN1 inhibitor: -4%; DT40 TDP1 CPT: inconclusive

What do the screens show for `CCN1CCC(O)(C(C(=O)OC)c2ccccc2)CC1` (stereo not drawn)?
FEN1 inhibitor: -6%; DT40 TDP1 CPT: -5%

How did CCOc1ccc(NC(=O)CSc2ncc3c(n2)-c2cc(Cl)ccc2N(C)S3(=O)=O)cc1 do in these assays?
FEN1 inhibitor: 18%; DT40 TDP1 CPT: -27%

How did Cc1ccc(NC(=O)COC(=O)c2ccc3c(c2)OCCO3)cc1S(=O)(=O)N1CCOCC1 do in these assays?
FEN1 inhibitor: -3%; DT40 TDP1 CPT: 0%; N370S GC: 1%

How did CC(=O)Nc1cccc(-n2nnc(SCC(=O)Nc3ccc(F)c(Cl)c3)n2)c1 do in these assays?
FEN1 inhibitor: -13%; DT40 TDP1 CPT: -15%; N370S GC: 1%

Results for Cc1cc(C)nc(Sc2ccc(/C=C(\C#N)C(=O)Nc3ccccc3)o2)n1 ?
FEN1 inhibitor: 5%; DT40 TDP1 CPT: -15%; N370S GC: 19%

What do the screens show for `COc1ccc2c(CC(=O)OCC(=O)Nc3cc(C)c(C)cc3[N+](=O)[O-])coc2c1`?
FEN1 inhibitor: -15%; DT40 TDP1 CPT: 10%; N370S GC: 0%

Results for CC(C)c1ccc(NC(=O)c2ccccc2NC(=O)C2CCCCC2C(=O)O)cc1 (stereo not drawn) ?
FEN1 inhibitor: -21%; DT40 TDP1 CPT: -7%; N370S GC: inconclusive

Results for CC1(C(=O)N(Cc2ccccc2)Cc2ccccc2)CC1(Br)Br (stereo not drawn) ?
FEN1 inhibitor: -16%; DT40 TDP1 CPT: inconclusive; N370S GC: 15%

How did COC(=O)C1=C(C)NC(C)=C(C(=O)OC)C1C(=O)OCc1nnc(-c2ccccc2)o1 do in these assays?
FEN1 inhibitor: -6%; DT40 TDP1 CPT: 2%; N370S GC: 3%

Results for CSc1ncc(C(=O)O)c(C)n1 ?
FEN1 inhibitor: -3%; DT40 TDP1 CPT: -3%; N370S GC: 2%

What do the screens show for `COc1cccc(C(=O)Nc2ccc(C(=O)NCC(C)C)cc2)c1`?
FEN1 inhibitor: 2%; DT40 TDP1 CPT: -20%; N370S GC: 5%

Results for CC(=O)C1=C(C)NC(SCC(N)=O)=C(C#N)C1c1cccnc1 (stereo not drawn) ?
FEN1 inhibitor: -11%; DT40 TDP1 CPT: -1%; N370S GC: 0%[2.35 µM]

What do the screens show for `Cc1cc(C)c(NC(=O)C(C)Sc2nc3ccc(N4C(=O)c5ccccc5C4=O)cc3s2)c(C)c1` (stereo not drawn)?
FEN1 inhibitor: -6%; DT40 TDP1 CPT: inconclusive; N370S GC: 7%

What do the screens show for `Cc1ccc(CCNC(=O)C2CCC(CNc3c(N4CCCC4)c(=O)c3=O)CC2)cc1` (stereo not drawn)?
FEN1 inhibitor: 1%; DT40 TDP1 CPT: 0%; N370S GC: 3%

Reprinted from the part before: 4 entries; new compounds follow.
What do the screens show for `COc1cccc(C(=O)Nc2ccc(C(=O)NCC(C)C)cc2)c1`?
FEN1 inhibitor: 2%; DT40 TDP1 CPT: -20%; N370S GC: 5%

Results for CC(=O)C1=C(C)NC(SCC(N)=O)=C(C#N)C1c1cccnc1 (stereo not drawn) ?
FEN1 inhibitor: -11%; DT40 TDP1 CPT: -1%; N370S GC: 0%[2.35 µM]

What do the screens show for `Cc1cc(C)c(NC(=O)C(C)Sc2nc3ccc(N4C(=O)c5ccccc5C4=O)cc3s2)c(C)c1` (stereo not drawn)?
FEN1 inhibitor: -6%; DT40 TDP1 CPT: inconclusive; N370S GC: 7%

What do the screens show for `Cc1ccc(CCNC(=O)C2CCC(CNc3c(N4CCCC4)c(=O)c3=O)CC2)cc1` (stereo not drawn)?
FEN1 inhibitor: 1%; DT40 TDP1 CPT: 0%; N370S GC: 3%

What do the screens show for `O=C(Cn1cncc1-c1ccc([N+](=O)[O-])cc1)Nc1ccccc1F`?
FEN1 inhibitor: -11%; DT40 TDP1 CPT: inconclusive; N370S GC: -1%

How did O=C(c1ccccc1)c1ccc(OCC(O)CNCc2cccc(Cl)c2)cc1 (stereo not drawn) do in these assays?
FEN1 inhibitor: 6%; DT40 TDP1 CPT: inconclusive; N370S GC: inconclusive

How did CCOc1cc(C(=O)OCc2cc(=O)n3c(C)csc3n2)ccc1OC do in these assays?
FEN1 inhibitor: 4%; DT40 TDP1 CPT: inconclusive

How did COc1ccc(CC(=O)Nc2c3c(nn2-c2ccccc2C)CS(=O)C3)cc1 (stereo not drawn) do in these assays?
FEN1 inhibitor: 7%; DT40 TDP1 CPT: -13%; N370S GC: 1%

How did COc1ccccc1NS(=O)(=O)c1ccc2oc(SCc3ccc(F)cc3)nc2c1 do in these assays?
FEN1 inhibitor: -6%; DT40 TDP1 CPT: 16µM*; N370S GC: 6%

What do the screens show for `S=C(NCc1cccnc1)Nc1ccc(Cl)cc1Cl`?
FEN1 inhibitor: -10%; DT40 TDP1 CPT: -1%; N370S GC: -1%

What do the screens show for `O=C(CSc1nnnn1C1CCCC1)Nc1ccc2c(c1)OCO2`?
FEN1 inhibitor: 16%; DT40 TDP1 CPT: -18%; N370S GC: 1%

How did COc1ccccc1N1CCN(C(=O)c2ccc(NC3=NC4CS(=O)(=O)CC4S3)cc2)CC1 (stereo not drawn) do in these assays?
FEN1 inhibitor: 17%; DT40 TDP1 CPT: -13%; N370S GC: -7%

Assay outcomes from PubChem.
